Growth percent in the NCI-60 one-dose screen (48 h, 10 µM unless noted): 100 = growth as untreated, 0 = no growth, -100 = all killed.
SK-MEL-2: SK-MEL-2 melanoma | actives 4.7% (n = 77,000)
HS 578T: HS 578T breast cancer | actives 4.1% (n = 78,000) | AID 1794788
UACC-62: UACC-62 melanoma; actives 5.4% (n = 81,000)
MALME-3M: MALME-3M melanoma; actives 5.8% (n = 78,000)
BT-549: BT-549 breast cancer. AID 1794793. actives 4.4% (n = 78,000)
LOX IMVI: LOX IMVI melanoma; actives 7.4% (n = 79,000)
T-47D: T-47D breast cancer; actives 5% (n = 79,000); AID 1794792
UACC-257: UACC-257 melanoma. actives 4.4% (n = 78,000). AID 1794764
An asterisk follows results filed as active; . = not tested or not shown. How the source made its calls: active means growth percent below 10; inactive means the rest.

SMILES	SK-MEL-2	HS 578T	UACC-62	MALME-3M	BT-549	LOX IMVI	T-47D	UACC-257
O=C(Nc1ccc(Cl)c(Cl)c1)n1ncc2ccc([N+](=O)[O-])cc21	108.0	98.3	90.3	100.5	99.7	89.6	99.7	94.3
CCCCCCn1cnc2c(=S)nc[nH]c21	.	102.7	105.1	116.6	121.0	93.7	93.4	89.8
O=C(NNC(=O)N1c2ccccc2C=Cc2ccccc21)c1ccccc1	119.4	109.2	101.1	116.7	.	104.0	101.8	108.2
c1ccc(Nc2cccc3c(Nc4ccccc4)cccc23)cc1	113.4	.	90.6	98.7	98.4	92.6	87.8	105.9
COc1ccc(NC(=O)c2sc3nc(C)c(C(=O)CCc4cccc(OC)c4)cc3c2N)cc1	53.2	82.0	63.7	62.5	79.6	75.4	67.6	89.0
CCC(=O)Oc1ccc(/C(=C(\C)c2ccccc2)c2ccc(OCCN(CC)CC)cc2)cc1	107.6	51.9	93.4	80.3	86.3	87.8	43.8	87.4
CC1/C(=N\NC(N)=S)C(C)C(c2ccc(Cl)cc2)NC1c1ccncc1 (configuration not stated)	83.7	123.3	101.7	96.7	101.9	.	85.8	94.3
O=S(=O)(O)c1nc(-c2ccccc2)c(-c2ccccc2)[nH]1	108.3	91.5	.	101.0	96.6	92.8	105.6	.
Clc1ccc(CCC(Cn2ccnc2)Sc2c(Cl)cccc2Cl)cc1 (configuration not stated)	72.8	90.8	55.0	60.3	52.0	40.5	39.5	83.4
C1=C2CCCC3=Cc4ccccc4OC23Oc2ccccc21	36.0	33.4	14.5	56.8	26.4	23.0	31.9	40.1
O=c1cc(Br)c(O)c(Br)cc1Br	97.9	113.1	98.0	.	101.0	93.3	106.6	102.9
COc1cc(/C=C/C(=O)c2ccc(NC(=O)c3cc4cc5ccccc5nc4s3)cc2)cc(OC)c1OC	123.7	117.6	107.6	100.6	98.1	96.8	103.9	99.1
CCN(CC)S(=O)(=O)c1ccc(S(=O)(=O)N2CCC[C@@H](C(=O)N3CCC(F)(F)CC3)C2)cc1	98.0	76.1	51.8	76.1	62.8	55.0	47.3	55.4
C=C(c1cc(F)c(C(=O)O)c(F)c1)c1cc2c(cc1C)C(C)(C)CCC2(C)C	97.8	65.1	96.9	68.4	88.9	99.1	81.1	98.2
Cn1cnc2c(=O)nc(N)n(C)c21	124.5	93.9	109.8	110.9	103.9	97.8	90.7	112.3

Just SK-MEL-2, T-47D and UACC-257 (seven entries from above):
compound | SK-MEL-2 | T-47D | UACC-257
CCC(=O)Oc1ccc(/C(=C(\C)c2ccccc2)c2ccc(OCCN(CC)CC)cc2)cc1 | 107.6 | 43.8 | 87.4
CC1/C(=N\NC(N)=S)C(C)C(c2ccc(Cl)cc2)NC1c1ccncc1 (configuration not stated) | 83.7 | 85.8 | 94.3
O=S(=O)(O)c1nc(-c2ccccc2)c(-c2ccccc2)[nH]1 | 108.3 | 105.6 | .
Clc1ccc(CCC(Cn2ccnc2)Sc2c(Cl)cccc2Cl)cc1 (configuration not stated) | 72.8 | 39.5 | 83.4
C1=C2CCCC3=Cc4ccccc4OC23Oc2ccccc21 | 36.0 | 31.9 | 40.1
O=c1cc(Br)c(O)c(Br)cc1Br | 97.9 | 106.6 | 102.9
COc1cc(/C=C/C(=O)c2ccc(NC(=O)c3cc4cc5ccccc5nc4s3)cc2)cc(OC)c1OC | 123.7 | 103.9 | 99.1

(more compounds)
SMILES	SK-MEL-2	HS 578T	UACC-62	MALME-3M	BT-549	LOX IMVI	T-47D	UACC-257
COc1ccc(-c2cc(-c3ccccc3)c(C#N)c(=O)[nH]2)cc1S(N)(=O)=O	104.0	108.7	109.7	97.9	89.5	94.5	101.5	98.9
C=C1CCC2C3(C)COC(C)(C)OC3CCC2(C)C1CC(NC1CCCC1)C1=CCOC1=O (configuration not stated)	125.8	111.1	94.9	100.4	.	101.1	101.0	112.0
O=C(O)c1cccc([N+](=O)[O-])c1I	114.9	107.6	95.2	96.4	101.0	97.5	100.0	94.2
NC(C(=O)O)c1ccc(O)cc1 (configuration not stated)	106.1	116.8	106.5	120.9	101.9	101.7	99.9	107.7
COc1cc2c3cc1Oc1c(OC)c(OC)cc4c1[C@@H](Cc1ccc(O)c(c1)Oc1ccc(cc1)C[C@@H]3N(C)CC2)N(C)CC4	119.5	.	103.7	110.1	88.9	100.5	117.6	97.4
O=S(Cc1cc2c(cc1Br)OCO2)c1ccccc1 (configuration not stated)	115.4	109.5	103.8	111.3	106.4	100.1	100.0	105.0
OCC1OC(n2cnc3ccccc32)CC1O (configuration not stated)	93.3	106.6	97.8	97.5	91.3	107.9	111.7	99.3
CC(C)C[C@H](NC(=O)OCc1ccccc1)C(=O)C1CO1 (some centres not stated)	106.5	105.8	94.0	101.8	112.8	91.1	101.7	102.4
C=C(C)[C@@H]1CC[C@]2(N=C=O)CC[C@]3(C)[C@H](CC[C@@H]4[C@@]5(C)Cc6c([nH]c7ccccc67)C(C)(C)[C@@H]5CC[C@]43C)[C@@H]12	108.1	92.0	100.8	100.9	84.3	87.7	62.4	108.7
O=C(/C=N/O)c1ccccc1	125.3	110.1	104.1	110.9	105.5	95.8	105.4	.
Cc1ccc(-c2n[nH]c(=O)c3nc(NC(=S)Nc4ccc(Cl)cc4)sc23)cc1	108.1	95.3	87.3	98.0	92.6	89.4	103.9	92.2
CCN(CC)c1ccc(CCc2ccc(N(CC)CC)c3cccnc23)c2ncccc12	84.7	88.0	28.2	85.1	84.7	85.5	44.3	80.5
Cc1ccc2c(c1)C(C)(C)C(C)(C)C2(C)C	98.9	98.2	97.7	103.8	107.0	95.6	87.1	94.2
Cc1c(C(=O)N2CCCCC2)[nH]c2ccc(Cl)cc2c1=O	96.2	106.1	103.9	105.9	107.8	106.1	102.3	83.2
NS(=O)(=O)c1ccc(-n2nc(-c3ccc(Cl)cc3)c3ccccc3c2=O)cc1	110.3	88.7	89.2	182.1	157.0	83.6	76.8	115.8
CCOC(=O)C1=C(C)NC(SCc2nc(C)c(C)nc2C)N=C1c1ccc(C#N)cc1 (configuration not stated)	112.3	98.4	93.3	107.9	.	100.2	97.5	102.2
COc1cccc(-c2nonc2NC(=O)c2ccccc2F)c1	106.4	100.4	89.9	91.3	101.1	100.0	103.0	100.3
Cc1cccc(C(=O)C(O)(c2ccccc2)C2CCCCC2=O)c1 (configuration not stated)	97.9	106.0	85.7	90.8	132.7	83.1	77.7	100.3
O=C(CSc1nc2ccccc2c(=O)n1-c1ccc(Cl)cc1)N/N=C/c1ccc(Oc2ccc(Br)cc2)cc1	122.9	104.6	103.3	124.1	122.5	107.2	96.6	114.5
CCN(CC)S(=O)(=O)c1ccc(NC(=O)CSc2nc3ccccc3o2)cc1	84.3	113.9	91.6	89.5	116.6	101.7	105.2	.
Nc1nc2c(nc(N3CCCC3)n2[C@@H]2O[C@H](CO)[C@@H](O)[C@H]2O)c(=O)[nH]1	103.7	121.3	94.9	83.5	102.5	99.6	.	98.3
COc1cc(-c2nc3ccccc3[nH]2)ccc1OCC(=O)N=Nc1c(O)[nH]c2ccc(Cl)cc12	-47.4*	-60.0*	-64.3*	-66.9*	9.9*	-97.1*	-52.0*	-18.7*
CC(=O)Nc1ccc2c(c1)C(=Nc1ccc(C)cc1)c1ccccc1-2	96.4	106.6	106.0	104.0	101.6	90.0	85.6	93.3
OCC1(CO)CCCC(CO)(CO)C1O	111.9	108.0	102.0	112.3	115.0	93.5	97.5	94.9
Nc1nc(N)nc(-c2ccco2)n1	113.4	88.2	99.8	106.4	81.6	103.6	96.6	97.4
COc1cc(C2CC(c3ccccc3)=NN2)ccc1Oc1ccnc2cc(Cl)ccc12 (configuration not stated)	102.7	86.8	73.0	83.3	75.3	68.5	69.1	97.3
Cn1ccnc1C(=O)/C=C/c1ccc(CNC(=O)c2ccc(Cl)cc2)cc1	91.7	28.1	5.8*	73.5	16.5	-89.2*	34.0	67.9
CC(=O)N1N=C(c2ccc3c(c2)OCO3)CC1c1sc(N(C)Cc2ccccc2)nc1Cl (configuration not stated)	84.0	100.2	82.9	106.7	111.7	90.9	75.6	102.5
C/C(=N/Nc1ccccc1[N+](=O)[O-])C(C)C#N (configuration not stated)	136.1	173.5	87.5	101.3	92.9	97.9	95.5	114.3
CCCCCCCCCCCCCCCc1ccc(OCC(O)CO)cc1 (configuration not stated)	102.2	110.6	97.1	97.9	103.8	100.5	77.5	98.6

Structures from the list above that have a nitro group on carbon (3):
SMILES	SK-MEL-2	HS 578T	UACC-62	MALME-3M	BT-549	LOX IMVI	T-47D	UACC-257
O=C(Nc1ccc(Cl)c(Cl)c1)n1ncc2ccc([N+](=O)[O-])cc21	108.0	98.3	90.3	100.5	99.7	89.6	99.7	94.3
O=C(O)c1cccc([N+](=O)[O-])c1I	114.9	107.6	95.2	96.4	101.0	97.5	100.0	94.2
C/C(=N/Nc1ccccc1[N+](=O)[O-])C(C)C#N (configuration not stated)	136.1	173.5	87.5	101.3	92.9	97.9	95.5	114.3

The results go on.
SMILES	SK-MEL-2	HS 578T	UACC-62	MALME-3M	BT-549	LOX IMVI	T-47D	UACC-257
COC(=O)[C@@]1(C)CC[C@]2(C)CC[C@]3(C)C4=CC=C5C(=CC(=O)C(O)=C5C)[C@]4(C)[C@@H](O)C[C@@]3(C)[C@@H]2C1	43.5	27.4	29.6	7.6*	35.5	-56.3*	-13.7*	32.0
CN1C([C@@H]2C[C@@H]3C(=O)N(c4ccccc4)C(=O)[C@@H]3c3ccoc32)=CC2C=CC=CC21 (some centres not stated)	100.5	88.3	90.3	96.2	98.7	94.6	104.0	102.3
O=C(CC1(O)C(=O)Nc2c(Cl)cc(Cl)cc21)c1ccc(F)cc1 (configuration not stated)	101.1	97.7	103.6	101.3	106.0	101.1	66.6	60.7
CC(C)=CC/C=C(/C)[C@H]1CC[C@]2(C)[C@@H]1CC[C@@H]1[C@@]3(C)C/C(=C/c4ccccn4)C(=O)C(C)(C)[C@@H]3CC[C@]12C	64.5	89.0	38.8	86.2	65.3	34.7	46.1	53.1
O=c1cc(-c2ccccc2)oc2cc(OCCCCNCc3ccccc3)cc(O)c12	53.1	39.6	-68.7*	-92.6*	78.5	-99.9*	-70.7*	-35.6*
Nc1ccc2c(c1Cl)C(=O)c1ccc(N)c(Cl)c1C2=O	71.1	91.7	73.5	90.4	74.6	90.6	85.3	96.6
O=C(Nc1ncc(Cc2cccc(C(F)(F)F)c2)s1)C(=S)N1CCOCC1	108.2	106.7	74.8	99.8	111.3	92.2	101.9	95.4
CCCCCCCC/C=C\CCCCCCCC(=O)OC/C=C\COC(=O)CCCCCCC/C=C/CCCCCCCC	104.2	109.9	107.2	94.6	92.6	.	101.1	107.2
CCOC(=O)c1sc(NC(=O)COc2cccc(/C=C3\CCc4cc(OC)ccc4C3=O)c2)nc1C	42.6	91.7	60.8	77.1	-23.3*	48.8	84.8	84.2
COc1ccc(-n2nc3c(c2-c2ccccc2)-c2oncc2CC3)cc1	110.5	.	72.2	94.3	87.4	86.4	57.5	116.7
C=C1C(=O)O[C@H]2[C@H](O)[C@@H](C)CCC/C(C)=C/CC[C@@]3(C)O[C@@H]3C[C@@H]12	90.4	98.4	89.0	72.0	.	92.0	97.2	56.9
CC(C)(C)OC(=O)NNc1ccc2cccc(O)c2n1	109.0	91.3	90.8	83.8	92.7	71.0	85.3	95.5
CC(C)(C)c1nn(-c2ccccc2)c2c1CC1(CN2Cc2ccc3c(c2)OCO3)C(=O)c2ccccc2C1=O	114.5	120.4	92.3	147.6	100.7	103.3	94.6	103.7
CCc1cccc(CC)c1N1C(=O)C=CC1=O	107.1	108.4	112.4	120.9	115.6	106.5	101.6	81.6
CCCn1nc(C(=O)N2CCCCC2)c2c1CCC(NCCc1cccnc1)C2 (configuration not stated)	92.8	116.2	94.9	111.3	101.0	96.2	87.3	101.1

Some of the entries so far, with bars between the fields:
molecule | SK-MEL-2 | HS 578T | UACC-62 | MALME-3M | BT-549 | LOX IMVI | T-47D | UACC-257
CC(C)(C)c1nn(-c2ccccc2)c2c1CC1(CN2Cc2ccc3c(c2)OCO3)C(=O)c2ccccc2C1=O | 114.5 | 120.4 | 92.3 | 147.6 | 100.7 | 103.3 | 94.6 | 103.7
CCCCCCCC/C=C\CCCCCCCC(=O)OC/C=C\COC(=O)CCCCCCC/C=C/CCCCCCCC | 104.2 | 109.9 | 107.2 | 94.6 | 92.6 | . | 101.1 | 107.2

Other entries.
SMILES	SK-MEL-2	HS 578T	UACC-62	MALME-3M	BT-549	LOX IMVI	T-47D	UACC-257
Cc1cc(C(C)(C)C)cc(O)c1O	86.7	103.5	103.2	89.9	93.9	89.3	102.0	86.2
CCOC1=NC(=C(c2ccccc2)c2ccccc2)OC1=O	108.7	106.2	105.5	.	113.0	89.7	100.7	102.3
C#C[C@]1(O)CCC2C3CCc4cc(OC5CCCC5)ccc4C3CC[C@@]21C (some centres not stated)	.	85.6	81.1	120.6	105.4	42.0	84.0	92.6
O=C1c2ccccc2-c2c1c1cccnc1c(=O)n2C[C@H](O)CO	100.9	85.1	51.0	66.8	61.7	36.3	59.6	.
COc1ccc(/C=C2\N=C3N(N/C(=N\c4ncc(C)[nH]4)N3c3ccccc3)C2=O)cc1	108.0	102.8	97.7	105.8	94.2	95.8	.	112.1
Nc1nc(-c2cccc([N+](=O)[O-])c2)c(N=Nc2ccc(Br)cc2)s1	.	0.3*	-37.8*	-62.0*	-29.6*	-84.0*	-26.9*	0.3*
COc1ccc(-n2cc(-c3ccc(Br)cc3)nc2SCC(=O)c2ccc(C)cc2)cc1	87.2	77.3	78.3	89.2	96.3	98.6	67.6	.
COc1ccc(NC(=O)c2c(Nc3ccc(OC)cc3OC)[nH]n3c(=O)cc(C)nc23)c(OC)c1	95.6	101.9	85.5	108.4	79.7	97.1	77.4	84.8
CC(=O)NC(C)c1c(OC(C)=O)ccc2ccccc12 (configuration not stated)	96.8	110.5	95.6	108.9	112.3	94.8	92.7	91.7
CC(C)C1=C[C@@]23CC[C@@H]4[C@](C)(CCC[C@@]4(C)C(=O)OCc4cn(Cc5ccccc5)nn4)[C@H]2C[C@@H]1[C@H]1C(=O)OC(=O)[C@H]13	97.5	96.9	87.0	107.2	90.3	96.9	82.6	78.3
